phage Ecoli inh: E. coli growth loss with phage present. 0.26% of 360,000 active. inhibition, % at 11.9 µM. growth absorbance; in the data active means inhibition above about 11%
DSG3 Ab inh: inhibitors of pemphigus antibody binding to human desmoglein-3 | P32926 | DSG3-coupled beads, scFv-anti-DSG3-GFP binding, flow cytometry; stronger effect = lower value | binding (percent of control), % at 10 µM | 0.48% of 310,000 active;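 active means binding more than 3 SD below its plate's average and above zero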;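 further: hits lower antibody fragment binding to DSG3; some compounds called inactive have numbers as strong as hits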
Target sequence (P32926 whole entry, looked up, the tested form may be a part): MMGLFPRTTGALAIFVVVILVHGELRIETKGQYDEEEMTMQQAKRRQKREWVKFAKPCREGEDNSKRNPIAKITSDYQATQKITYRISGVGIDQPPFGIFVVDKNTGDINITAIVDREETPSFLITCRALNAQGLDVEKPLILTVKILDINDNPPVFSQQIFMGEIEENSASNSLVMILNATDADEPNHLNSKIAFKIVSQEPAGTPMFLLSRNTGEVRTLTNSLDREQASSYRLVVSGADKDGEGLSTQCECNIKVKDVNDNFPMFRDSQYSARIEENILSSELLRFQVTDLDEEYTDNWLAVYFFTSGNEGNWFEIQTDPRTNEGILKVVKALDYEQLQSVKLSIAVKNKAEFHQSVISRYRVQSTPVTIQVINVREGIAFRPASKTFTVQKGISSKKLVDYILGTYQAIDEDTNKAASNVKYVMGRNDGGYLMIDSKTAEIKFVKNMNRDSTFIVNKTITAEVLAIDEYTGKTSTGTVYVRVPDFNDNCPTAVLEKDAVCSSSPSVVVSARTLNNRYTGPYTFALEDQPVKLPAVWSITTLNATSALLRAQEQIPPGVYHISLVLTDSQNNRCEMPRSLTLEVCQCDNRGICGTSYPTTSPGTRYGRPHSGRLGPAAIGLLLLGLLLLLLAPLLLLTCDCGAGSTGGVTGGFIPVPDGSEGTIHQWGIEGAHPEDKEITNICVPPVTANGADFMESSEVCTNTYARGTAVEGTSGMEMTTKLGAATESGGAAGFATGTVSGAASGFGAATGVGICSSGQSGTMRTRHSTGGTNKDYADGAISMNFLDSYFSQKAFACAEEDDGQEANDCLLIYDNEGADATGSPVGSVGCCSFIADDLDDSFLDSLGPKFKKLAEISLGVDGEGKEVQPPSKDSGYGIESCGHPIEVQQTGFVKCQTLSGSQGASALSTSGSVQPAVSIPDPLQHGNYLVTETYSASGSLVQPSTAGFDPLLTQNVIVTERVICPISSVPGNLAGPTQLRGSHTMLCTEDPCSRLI
OPRM1-OPRD1 inv: mu-delta opioid heterodimer inverse agonism; P35372+P41143; cell-based MOR-DOR heterodimer luminescence; inhibition, % at 9.3 µM; 0.21% of 340,000 active; in the data active means inhibition above about 22%, passing the limit was not always enough;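 further: 0% = cells with DMSO and 100% = wells without cells with DMSO; values of inactives mirror those of a sister screen read the other way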
PfHsp90 set2: inhibits growth of yeast expressing Plasmodium falciparum Hsp90; S. cerevisiae expressing PfHsp90, BacTiter-Glo ATP, 48 h; yeast lacking PDR1 and PDR3 efflux regulators; 0.32% of 310,000 active; AID 504621; inhibition, % at 9.4 µM;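 active means every replicate shows inhibition above about 80%, whatever the replicate mean, limit read from the data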;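 further: 0% = DMSO neutral controls and 100% = 20 µM radicicol positive controls; yeast relying on Plasmodium falciparum Hsp90 in place of its own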
HTR5A ag ctr: activates human HTR5A in OPRM1-OPRD1 agonist counter-screen | P47898 | HTR5A agonist assay, luminescence, cell-based | activation, % at 9.3 µM | 0.61% of 340,000 active; in the data active means activation mostly above about 9.5%, no sharp cut-off; inactive means mostly below about 7.6%;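 further: 0% = cells with vehicle only and 100% = reference agonist; strong numbers were not always called active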
HTR5A inv ctr: counter-screen for OPRM1-OPRD1 inverse agonists: human HTR5A inverse agonism; AID 504634; HTR5A cell line, luminescence; 0.083% of 340,000 active; P47898; inhibition, % at 9.3 µM; in the data active means inhibition mostly above about 23%, no sharp cut-off; inactive means mostly below about 18%;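 further: 0% = cells with DMSO and 100% = no-cell wells with DMSO; some compounds called inactive have numbers as strong as hits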
Mot1-301 SUMO: blocks SUMOylation pathway, rescuing yeast Mot1-301 growth; S. cerevisiae Mot1-301 growth rescue, ATP luminescence, 38.5C; percent above DMSO median, 100 means doubled; growth rescue, % at 18.8 µM; 1% of 320,000 active; AID 2716;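 active means every valid replicate shows activation above 250% relative to neutral control wells; inactive means the rest, any valid replicate at or below 250%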;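 further: OY570 slx delta 5 strain wells were the positive control but not used for scaling; some compounds called inactive have numbers as strong as hits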
PKA-R1A activ: activates the PKA-R1A holoenzyme complex; activation, % at 11.4 µM; P00514+P68181; AID 504707; PKA-R1A dissociation, Cy5-IP20 fluorescence polarization; scaled: DMSO 0%, 113 µM cGMP 100%; 0.083% of 340,000 active;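 active means percent activation above the mean of all tested compounds plus 3 SD, cut at about 19% in these data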;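 further: higher means more PKAc released from R1A so a rise in polarization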
E coli growth: counter-screen for AddAB inhibitors: E. coli growth inhibition; inhibition, % at 11.9 µM; AID 449728; 0.27% of 330,000 active; E. coli V3065 growth, OD600 absorbance, 18 h;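 active means inhibition above the campaign's mean inhibition across all tested compounds plus 3 SD, cut at about 9.9% in these data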;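 further: uninfected addAB+ strain grown without phage in ampicillin broth; 0% = DMSO wells and 100% = ciprofloxacin 0.95 µg/ml wells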
OPRM1-OPRD1 ag: OPRM1-OPRD1 heterodimerization agonism; P35372+P41143; activation, % at 9.3 µM; cells, luminescence; 0.3% of 340,000 active; in the data active means activation above about 18%;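 further: 0% = vehicle-treated cells and 100% = reference agonist; values of inactives mirror those of a sister screen read the other way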
AddAB inh: less growth of phage-infected E. coli with AddAB; inhibition, % at 11.9 µM; E. coli expressing H. pylori AddAB, absorbance growth; 0.29% of 330,000 active; in the data active means inhibition above about 12%;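 further: 0% = vehicle wells of infected cells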
* = called active by the depositor; / = no result given; & = joins results of further samples.

SMILES	phage Ecoli inh	DSG3 Ab inh	OPRM1-OPRD1 inv	PfHsp90 set2	HTR5A ag ctr	HTR5A inv ctr	Mot1-301 SUMO	PKA-R1A activ	E coli growth	OPRM1-OPRD1 ag	AddAB inh
Cc1noc(C)c1NC(=O)N(C)C[C@H]1Oc2c(NS(=O)(=O)c3cn(C)cn3)cccc2C(=O)N([C@H](C)CO)C[C@@H]1C	4.0	102	-2	-15	-8	13	-6	5	-0.7	0.3	2.2
Cc1ccc(C(C)C)c(OCCNS(C)(=O)=O)c1	3.4	118	16	0	1	-20	233	-6	-0.2	-2.6	0.9
Cc1cccc(NC(=O)C2CCN(S(=O)(=O)c3c(C)[nH]c(=O)[nH]c3=O)CC2)c1	2.4	111	9	-24	4	-9	-7	-6	-3.1	-1.7	-1.0
CC(C)OC(=O)N(C)c1ccc(C(O)(C(F)(F)F)C(F)(F)F)cc1	1.2	121	-35	3	5	4	-2	-6	-0.4	6.0	-1.6
Cc1cnc(C(=O)OC(C)C(=O)NC2CCCc3ccccc32)cn1 (stereo unspecified)	1.9	97	11	-4	-3	24	-1	3	0.7	-2.1	-0.2
COc1cc(-c2[nH]ncc2CN2CCSCC2)cc(OC)c1OC	2.0	100	-9	0	-3	-10	-18	8	0.6	1.8	2.9
CCOC(=O)Nc1ccc(S(=O)(=O)N(C)C(C)C)cc1	4.0	98	11	/	0	20	-5	4	2.0	-2.1	1.8
CCCN(CC(=O)Nc1ccccc1C)C(=O)c1ccc(C(=O)c2ccccc2)cc1	1.5	101	-12	14	7	-20	6	-2	0.3	1.8	1.2
Cc1nc(-c2ccccc2)[nH]c(=O)c1Oc1ccc(Cl)cc1Cl	-1.2	104	-4	18	-5	6	70	9	-0.3	0.8	0.3
CCN(CC)C(=O)c1sc(NC(=O)c2cccs2)c(C#N)c1C	1.0	82	15	22	-2	5	-2	-2	3.5	-3.0	-0.7
COc1ccc(-c2cnc(NCc3cc4c(cc3[N+](=O)[O-])OCO4)n2C)cc1	4.2	97	-5	3	-3	9	-1	-5	4.8	0.9	5.2
CC(=O)Oc1ccc(/C=N\NC(=O)c2cc3c(ccc4ccccc43)o2)cc1	2.5	104	-26	-3	0	-14	32	-1	0.8	4.7	-0.4
O=S(=O)(c1ccccc1)N1CCN(C(=S)NCCCN2CCOCC2)CC1	1.1	98	6	1	5	-4	-2	2	0.6	-1.3	0.8
Cn1cnnc1SCc1ccc(C#N)cc1	0.8	/	16	-13	3	-8	-4	-5	1.1	-3.7	2.9
Cc1nn2c(N3CCN(CCO)CC3)c3c(nc2c1-c1ccccc1)CCCC3	2.0	103	11	5	0	-2	7	-13	-1.9	-2.2	-0.4
Cc1ccc(SCC(=O)OCC(=O)NCc2cccs2)cc1C	-0.4	102	3	6	-3	9	282	-2	-0.7	-0.4	-0.3
C=CCn1c(C)nnc1SCC(=O)NC1CCCCC1	1.4	/	15	-2	8	7	-8	-3	2.3	-2.8	-0.7
COc1ccc(/C=N/Nc2ccccn2)cc1OC	1.8	97	/	18	/	/	88	/	0.8	/	6.4
CC(OC(=O)C1CCCCC1)C(=O)Nc1ccc(S(N)(=O)=O)cc1 (stereo unspecified)	3.0	101	1	-4	-5	13	-31	0	-0.5	-0.4	1.6
S=c1[nH]nc(-c2cc(-c3ccccc3)n[nH]2)n1/N=C/c1cccs1	1.9	/	12	-16	0	7	12	6	-4.3	-2.4	2.1
CCOc1ccc(NC(=O)CN2CCCC2c2cccs2)cc1S(=O)(=O)N1CCCC1 (stereo unspecified)	1.8	123	-1	22	8	-19	0	-9	-0.3	0.2	-0.3
CC(C)(C)n1nc(Cc2cccc3ccccc23)c2c(N)ncnc21	4.0	97	-44	-14	5	-11	43	-3	-2.2	8.1	4.4
O=C(Nc1ccc(Cl)c(Cl)c1)Nc1ccc(N2CCCC2)c(S(=O)(=O)Nc2ccccc2Cl)c1	-0.4	89	-9	-25	5	0	4	-3	2.1	1.8	6.2
COc1ccc(-c2nc(N)n(C(=O)c3ccccc3)n2)cc1	2.6	103	4	0	1	-3	/	-10	/	-0.8	/
Cn1c(=O)c2c(nc(Br)n2C)n(C)c1=O	2.0	/	8	-35	3	9	90	-5	-1.7	-1.9	1.0
CCOC(=O)c1c(NC(=O)c2ccc(S(=O)(=O)N(C)CC3CCCO3)cc2)sc2c1CC(C)(C)NC2(C)C (stereo unspecified)	0.2	115	7	0	1	-8	-23	-6	-1.7	-1.3	1.1
Cc1ccc(Nc2nc(N)c([N+](=O)[O-])c(N3CCCC(C)C3)n2)cc1C (stereo unspecified)	-0.2	115	3	132*	-6	14	-14	0	-1.3	-0.6	1.3
CCCc1cc(=O)oc2c(CNc3ccc(OCC)cc3)c(O)ccc12	0.6	104	2	2	3	-10	-2	-10	-2.2	-0.3	-1.9
CCn1c(SCC(=O)NCCOC)nc2sc3c(c2c1=O)CCCC3	0.3	106	16	12	0	-1	-9	-8	0.6	-2.9	0.6
COc1cc(OC)cc(C(=O)Nc2nc3ccc(S(C)(=O)=O)cc3s2)c1	3.8	101	-12	30	-1	4	-9	-6	-2.7	1.6	-3.2
CC(C)CCNC(=O)C1CC(c2ccccc2C(F)(F)F)=NO1 (stereo unspecified)	4.0	99	9	-14	-1	11	6	-11	3.0	-1.6	1.7
Cc1ccc(CCNC(=O)C2CCCN(c3ncnc4c3nc3n4CCCCC3)C2)cc1 (stereo unspecified)	2.4	105	17	-17	-1	10	-15	2	-1.3	-3.4	2.3
CC(Oc1ccc(Cl)cc1Cl)c1nc(-c2ccccn2)no1 (stereo unspecified)	4.5	104	-29	-2	3	-6	-4	-4	0.1	4.8	-0.5
Cc1nc(N)c(C#N)c(-c2cccnc2)c1C	2.6	103	-12	-20	-1	6	-7	-3	-0.8	1.9	0.9
COc1ccc(N2CCN(CCCNC(=O)c3cc4sccc4n3C)CC2)cc1	1.3	99	0	1	9	-28	-1	1	0.5	0.1	3.7
Cc1ccccc1OCC(O)CN1CCN(c2ccc(Cl)cc2)CC1 (stereo unspecified)	1.1	96	-27	12	4	-15	19	6	1.1	5.2	-0.4
COCCCNC(=O)C1CC(=O)OC1c1ccc(OC)c(OC)c1 (stereo unspecified)	3.5	102	13	-14	2	-5	13	-11	-1.3	-2.1	0.7
Cn1nc(-c2ccc(C(=O)Nc3cccnc3)cc2)c2ccccc2c1=O	3.0	106	5	7	5	-5	5	-8	0.2	-0.9	-1.7
CCOC(=O)C1=C(Nc2ccccc2)CC(C)(O)C(C(=O)OCC)C1c1ccc(Cl)cc1 (stereo unspecified)	0.6&-1.7	107&104	-6&-12	4&27	0&0	1&0	-20	-12&3	-1.2	1.3&2.3	-1.6
CN(C)c1ccc(-c2cccc(C3CC=CC4C3C(=O)N(Cc3ccccc3)C4c3ccc4ccccc4c3)c2)cc1 (stereo unspecified)	0.1	92	8	-6	4	4	29	-8	-1.9	-1.5	2.9
CC1CC(C)CN(CCCNC(=O)CCC(=O)N2CCOc3ccccc32)C1 (stereo unspecified)	0.1	99	3	15	8	-15	-7	-11	-0.4	-0.5	2.4
O=C(CNC(=O)c1sc2ccccc2c1Cl)OCc1ccccc1	3.6	99	-16	0	1	2	28	4	-1.8	3.1	1.5
CCOC(=O)Cc1csc(N/N=C/c2ccc(Cl)cc2)n1	0.8	/	-4	0	5	-9	296	-3	2.4	0.7	-1.1
Cc1cccc(NC(=O)COc2ccc(/C=N\n3cnnc3)cc2)c1	3.3	96	14	-1	3	-13	-12	2	-0.7	-2.7	0.1
CCOC(=O)c1c(C)c(C(=O)NCC2CCCO2)c(C)n1CC (stereo unspecified)	/	99	4	-7	6	-14	-17	10	1.5	-0.8	3.3
O=C(Nc1cccc2c1CCCC2)C1CCN(C(=O)NC2CCCCC2)CC1	3.4	/	-6	34	6	-1	-6	-5	1.0	1.2	7.4
O=C(c1ccccc1Cl)N1CCC(N2CCC(C(=O)N3CCCC3)CC2)CC1	1.4	114	3	15	13*	-14	18	-6	-3.3	-0.7	3.6
CC(=O)[C@@]12O[C@@H]1C[C@H]1[C@@H]3CC[C@H]4C[C@@H](O)CC[C@]4(C)[C@H]3CC[C@@]12C	0.1	110	5	-25	0	-2	-15	-8	-0.9	-1.1	0.2
CN1CCN(S(=O)(=O)c2ccc(Br)s2)CC1	3.9	/	11	-5	0	9	-18	-2	3.0	-2.1	1.6
CC(Nc1nc(-c2ccc3c(c2)NC(=O)CO3)cs1)c1ccccc1 (stereo unspecified)	2.7	99	-8	-2	2	-4	1	-11	0.2	1.4	1.9
O=C1CS(=O)(=O)N(Cc2ccccc2F)c2ccc(Br)cc21	2.2	100	6	-33	0	2	/	2	0.9	-1.3	0.6

Structures listed so far containing two or more sulfur atoms (9):
SMILES	phage Ecoli inh	DSG3 Ab inh	OPRM1-OPRD1 inv	PfHsp90 set2	HTR5A ag ctr	HTR5A inv ctr	Mot1-301 SUMO	PKA-R1A activ	E coli growth	OPRM1-OPRD1 ag	AddAB inh
CCN(CC)C(=O)c1sc(NC(=O)c2cccs2)c(C#N)c1C	1.0	82	15	22	-2	5	-2	-2	3.5	-3.0	-0.7
O=S(=O)(c1ccccc1)N1CCN(C(=S)NCCCN2CCOCC2)CC1	1.1	98	6	1	5	-4	-2	2	0.6	-1.3	0.8
Cc1ccc(SCC(=O)OCC(=O)NCc2cccs2)cc1C	-0.4	102	3	6	-3	9	282	-2	-0.7	-0.4	-0.3
S=c1[nH]nc(-c2cc(-c3ccccc3)n[nH]2)n1/N=C/c1cccs1	1.9	/	12	-16	0	7	12	6	-4.3	-2.4	2.1
CCOc1ccc(NC(=O)CN2CCCC2c2cccs2)cc1S(=O)(=O)N1CCCC1 (stereo unspecified)	1.8	123	-1	22	8	-19	0	-9	-0.3	0.2	-0.3
CCOC(=O)c1c(NC(=O)c2ccc(S(=O)(=O)N(C)CC3CCCO3)cc2)sc2c1CC(C)(C)NC2(C)C (stereo unspecified)	0.2	115	7	0	1	-8	-23	-6	-1.7	-1.3	1.1
CCn1c(SCC(=O)NCCOC)nc2sc3c(c2c1=O)CCCC3	0.3	106	16	12	0	-1	-9	-8	0.6	-2.9	0.6
COc1cc(OC)cc(C(=O)Nc2nc3ccc(S(C)(=O)=O)cc3s2)c1	3.8	101	-12	30	-1	4	-9	-6	-2.7	1.6	-3.2
CN1CCN(S(=O)(=O)c2ccc(Br)s2)CC1	3.9	/	11	-5	0	9	-18	-2	3.0	-2.1	1.6

Screening results (PubChem BioAssay)
